Compound activity: PubChem, several laboratories
NS5 inhibitors = Dengue-2 NS5 methyltransferase inhibitors, primary screen, biochemical, confirmation dose response (AID 588689). Dengue-2 NS5 methyltransferase capping enzyme assay, biochemical; higher % means a stronger effect. inhibition, % at 25 µM, or IC50 in µM where a hit was titrated. 0.3% of 340,000 active; in the data active means a potency from the dose series
K1F lysis inhibition = inhibition of K1F phage lysis, E. coli UTI89, bacterial capsule biogenesis inhibitors, alamar blue (AID 488966); E. coli UTI89 K1F phage lysis, alamar blue, 2 h; higher % means a stronger effect; one-dose inhibition, % at 100 µM; IC50 in µM for titrated hits; 0.02% of 340,000 active;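 active means phage lysis inhibition, versus mean bacterial control, above a set limit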;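 further: capsule biogenesis inhibitors block K1F phage lysis so surviving cells raise fluorescence; higher fluorescence means more inhibition of phage lysis; actives were called in the ten point dose series up to 300 µM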
T cell modulator = modulators of CD8 T cell-vesicle binding, primary screen, mouse 2C CD8+ T cells, flow cytometry | 2C CD8+ T cell-vesicle binding; hits give low values | calls only at 7 µM | 0.068% of 330,000 active | AID 2052, 2009;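 active means response, share of CD8 T cells binding vesicles, and their 90th percentile fluorescence all below set limits, cut at about 80% in these data, passing the limit was not always enough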
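Incubation: binding step 1.5 h, 37 °C, antibody labelling 20 min, ice; system: murine 2C transgenic CD8+ T lymphocytes; technique: cytometric PE anti-B7-1 and Alexa647 anti-CD8 signals after 1% paraformaldehyde fixation; also added: QL9-charged Drosophila Ld/ICAM-1/B7-1 vesicles; control set: naked versus QL9-loaded vesicles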
West Nile virus CPE = West Nile virus antiviral activity, cell-based, CPE readout (AID 1621) | 0.02% of 290,000 active | West Nile virus-infected cells, CPE inhibition; higher % means a stronger effect | one-dose CPE inhibition, % at 10 µM; IC50 in µM for titrated hits; in the data active means a potency from the dose series; further: strong numbers were not always called active
RSV antiviral HEp-2 = RSV antiviral activity via CPE protection, HEp-2 cells, primary 10 µM value included (AID 2391). CPE inhibition, % at 10 µM; hits with a dose series show IC50 in µM. 0.13% of 310,000 active. HEp-2 cells, RSV-induced CPE inhibition; higher % means a stronger effect; in the data active means a potency from the dose series; further: strong numbers were not always called active
Rac1 GTP hydrolysis = MgcRacGAP GTPase-activating activity inhibitors, confirmation, biochemical, ADP Hunter fluorescence | Rac GTPase-activating protein 1 (Homo sapiens) | inhibition, % at 30 µM; hits with a dose series show IC50 in µM | 0.6% of 340,000 active | AID 624330, 2012 | MgcRacGAP-stimulated Rac1 GTP hydrolysis, ADP Hunter fluorescence; higher % means a stronger effect; GST-tagged Rac1 F28L mutant substrate;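 active means first-screen hits whose inhibition reached a set limit at any dose in the follow-up dose series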;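 further: fluorescence reports GDP produced by GAP-driven GTP hydrolysis; strong numbers were not always called active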
NTR1 ag = agonists of NTR1, primary screen, imaging, U2OS cells, beta-arrestin-GFP, high content (AID 493036); activation, % at 20 µM; 0.17% of 330,000 active; NTR1-U2OS beta-arrestin-GFP spot imaging, agonist mode; Neurotensin receptor type 1 (Homo sapiens), P30989;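 active means activation at or above 40% of the spot to cytoplasm intensity ratio, with at least 20 cells analyzed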;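 further: 0% = DMSO without peptide and 100% = 100 nM NTR1 peptide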
Target sequence (P30989 whole entry, looked up): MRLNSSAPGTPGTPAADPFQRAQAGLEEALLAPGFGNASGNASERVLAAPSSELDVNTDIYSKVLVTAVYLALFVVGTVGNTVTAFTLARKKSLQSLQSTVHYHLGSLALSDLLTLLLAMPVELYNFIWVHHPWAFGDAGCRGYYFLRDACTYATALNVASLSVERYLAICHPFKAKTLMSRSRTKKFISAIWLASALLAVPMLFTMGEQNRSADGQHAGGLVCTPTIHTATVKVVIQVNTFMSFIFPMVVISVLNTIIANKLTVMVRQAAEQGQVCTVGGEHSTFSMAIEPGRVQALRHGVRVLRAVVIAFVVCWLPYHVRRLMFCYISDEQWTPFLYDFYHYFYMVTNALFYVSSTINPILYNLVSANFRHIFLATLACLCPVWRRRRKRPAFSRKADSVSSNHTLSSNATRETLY
Large T inhibition = SV40 large T antigen inhibitors, biochemical (AID 1903); 0.39% of 310,000 active; inhibition, % at 20 µM; hits with a dose series show IC50 in µM; SV40 large T antigen ATPase/helicase inhibition assay; higher % means a stronger effect; in the data active means a potency from the dose series; further: strong numbers were not always called active
Salmonella PhoP GFP = inhibitors of PhoP regulon expression, primary screen, Salmonella Typhimurium, GFP reporter (AID 1863). inhibition, % at 50 µM; hits with a dose series show IC50 in µM. 0.16% of 300,000 active. S. Typhimurium PhoP-regulated promoter GFP reporter, 4 h; higher % means a stronger effect;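 active means inhibition over 29.93%, a cutoff 3 SD above the screen mean, later confirmed by dose response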;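 further: 0% = low Mg2+ inducing control and 100% = high Mg2+ repressing control; strong numbers were not always called active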
T cell modulator vesicle-bound % = recorded beside T cell modulator, whose call it bears; double positive events, %; measured here: CD8+ vesicle-bound cell fraction;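 binding gate set so that unloaded-vesicle control wells show 10% double positive cells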
NTR1 ag cell count 20 µM = also measured in NTR1 ag; calls as there; cell count; measured here: cell count, cytotoxicity flag
The depositor's hits bear a star; i = inactive; nt = not tested or not shown; [ ] = dose if it differs, or a comment.

SMILES	NS5 inhibitors	K1F lysis inhibition	T cell modulator	T cell modulator vesicle-bound %	West Nile virus CPE	RSV antiviral HEp-2	Rac1 GTP hydrolysis	NTR1 ag	NTR1 ag cell count 20 µM	Large T inhibition	Salmonella PhoP GFP
CCOC(=O)C1(C)/C(=N/Nc2ccc(S(N)(=O)=O)cc2)C(=O)C(=O)N1c1ccccc1 (stereo not given)	-7%	-0.7%	i	22	0.1%	1.3%	10%	0.0	31	-2%	3%
COc1cc(NC(=O)c2c3c(nc4ccccc24)CCC3)cc(OC)c1	4%	-0.4%	i	27	0.3%	1.3%	10%	6.8	73	9%	9%
CCN1CCN(S(=O)(=O)c2ccc(Cl)c(C(=O)N(C)Cc3cccc(Cl)c3Cl)c2)CC1	-4%	0.6%[50 µM]	i	27	nt	2.5%	6%	0.7	54	3%	2%
CCC(C)(C)NC(=O)Cc1ccc(C)cc1	7%	0.5%	i	51	-0.4%	0.5%	3%	-0.2	89	0%	-1%
COc1ccc(P(=O)(COc2ccc([N+](=O)[O-])cc2)c2ccc(OC)cc2)cc1	-4%	5.1%	i	47	-0.8%	3.0%	4%	2.2	68	9%	0%
O=C(NC1CCCCC1)c1cc(C2CC2)on1	0%	-0.3%[50 µM]	i	34	0.0%	1.4%	6%	1.2	55	3%	0%
Cc1cc(C)cc(OCCCn2ccnc2)c1	-2%	-1.5%	i	51	-0.6%	3.2%	-8%	0.1	69	10%	0%
Cc1sc2nc3ccc(N4CCCC4)nn3c(=O)c2c1C	-2%	-1.4%	i	42	nt	1.3%	11%	3.2	46	9%	-4%
CC(=O)Nc1ccc(NC(=O)CSc2nnc(NC(=O)c3ccco3)s2)cc1	-1%	0.1%	i	29	0.0%	1.3%	5%	0.8	64	10%	-1%
COc1cccc2sc(Nc3nc(-c4ccncc4)cs3)nc12	-1%	0.0%	i	48	1.2%	-2.4%	2%	3.0	45	10%	-3%
Cc1ccc(C(=O)CSc2nc(C)cc(SCc3nnc(-c4ccccc4)o3)n2)cc1	2%	-0.4%	i	60	-0.2%	1.6%	4%	5.3	76	-2%	7%
COc1ccc2[nH]c(=O)c(C3c4cc(OC)c(OC)cc4CCN3C(=O)c3ccco3)cc2c1 (stereo not given)	-6%	0.0%	i	37	-0.2%	5.8%	9%	-0.4	42	7%	-1%
CCC1CCCCN1C(=O)COC(=O)c1cc(Br)ccc1Cl (stereo not given)	4%	0.0%	i	16	-0.2%	0.8%	7%	2.6	45	12%	-5%
Cc1cc(C)c2nc(N3CCCC(C(=O)NC4CCCC4)C3)sc2c1 (stereo not given)	-7%	-0.1%	i	9	-0.3%	7.0%	11%	1.0	62	1%	-3%
Nc1cccc(S(=O)(=O)NC2=NCCC2)c1	-2%	0.0%	i	53	0.2%	0.4%	12%	1.0	46	13%	4%
O=C(OCC(=O)N1CCN(C(=O)c2ccco2)CC1)c1ccc(Cl)cc1	3%	0.9%[50 µM]	i	40	nt	0.7%	-1%	1.3	69	nt	nt
Cc1ccc(NC(=S)NC(NC(=O)C(C)(C)C)C(Cl)(Cl)Cl)c(C)c1 (stereo not given)	-2%	0.4%	i	38	-0.9%	1.1%	2%	4.4	68	7%	-1%
COC(=O)c1c(NC(=O)CN2CCC(C)CC2)c2c(C)cccc2n1C	nt	nt	nt	nt	-0.6%	nt	nt	-1.4	98	6%	-4%
O=C1c2ccsc2SCCN1Cc1ccccc1	-6%	0.2%	i	42	0.5%	2.9%	3%	0.2	43	-1%	0%
CN1/C(=C\C(=O)COC(=O)CN2C(=O)C3CC=CCC3C2=O)C(C)(C)c2ccccc21 (stereo not given)	-9%	0.1%	i	35	1.7%	2.3%	7%	-0.3	81	4%	-2%
O=C(Cc1cccs1)N/N=C/C=C/c1ccccc1[N+](=O)[O-]	nt	nt	i	42	0.2%	-1.8%	nt	0.8	48	1%	-5%
Cn1nnnc1SCCNCc1ccccc1OCc1ccccc1	0%	5.1%	i	39	-1.6%	1.0%	7%	0.4	42	6%	-25%
CCOc1ccc(NC(=O)c2ccccc2NS(C)(=O)=O)cc1	-6%	5.7%	nt	nt	0.4%	1.7%	-3%	1.5	56	6%	-5%
CC1=CCC2C(=O)N(C(C)c3ccccc3)C(=O)C2C1 (stereo not given)	-5%	-1.2%	i	49	-0.3%	0.4%	13%	-2.2	44	9%	3%
COC(CN(C)C(=O)c1ccc2c(c1)NC(=O)c1ccccc1S2)OC	-7%	3.7%[50 µM]	i	28	-0.7%	0.8%	10%	-0.9	97	2%	5%
O=C(NCc1ccc(F)cc1)c1ccc(NC(=O)C2CCCO2)cc1 (stereo not given)	-6%	0.4%	i	40	-0.4%	1.3%	4%	0.5	54	7%	-1%
COc1ccc(-c2[nH]ncc2CNC(C)c2cn(C)nc2C)c(F)c1 (stereo not given)	nt	0.1%	i	57	-0.2%	1.2%	0%	1.5	90	9%	2%
CCOC(=O)CC(NC(=O)CCc1c(C)nc2nc(C)nn2c1C)c1ccc(OC(C)C)cc1 (stereo not given)	-5%	1.8%	i	61	-0.4%	0.7%	9%	-1.3	84	2%	-1%
O=C(CCCSc1nc2ccccc2[nH]1)N1CCN(c2ccc([N+](=O)[O-])cc2)CC1	-7%	2.0%	i	24	0.5%	1.4%	15%	-0.2	49	20%	9%
CNC(=O)c1c(NC(=O)c2cccc(C)c2)sc2c1CCC2	nt	0.3%	i	45	-0.5%	8.7%	9%	10	75	12%	-9%

Retrieved one by one from the list above, 5 records:
SMILES	NS5 inhibitors	K1F lysis inhibition	T cell modulator	T cell modulator vesicle-bound %	West Nile virus CPE	RSV antiviral HEp-2	Rac1 GTP hydrolysis	NTR1 ag	NTR1 ag cell count 20 µM	Large T inhibition	Salmonella PhoP GFP
CN1/C(=C\C(=O)COC(=O)CN2C(=O)C3CC=CCC3C2=O)C(C)(C)c2ccccc21 (stereo not given)	-9%	0.1%	i	35	1.7%	2.3%	7%	-0.3	81	4%	-2%
O=C(CCCSc1nc2ccccc2[nH]1)N1CCN(c2ccc([N+](=O)[O-])cc2)CC1	-7%	2.0%	i	24	0.5%	1.4%	15%	-0.2	49	20%	9%
O=C(Cc1cccs1)N/N=C/C=C/c1ccccc1[N+](=O)[O-]	nt	nt	i	42	0.2%	-1.8%	nt	0.8	48	1%	-5%
O=C1c2ccsc2SCCN1Cc1ccccc1	-6%	0.2%	i	42	0.5%	2.9%	3%	0.2	43	-1%	0%
Cn1nnnc1SCCNCc1ccccc1OCc1ccccc1	0%	5.1%	i	39	-1.6%	1.0%	7%	0.4	42	6%	-25%

Next section:
SMILES	NS5 inhibitors	K1F lysis inhibition	T cell modulator	T cell modulator vesicle-bound %	West Nile virus CPE	RSV antiviral HEp-2	Rac1 GTP hydrolysis	NTR1 ag	NTR1 ag cell count 20 µM	Large T inhibition	Salmonella PhoP GFP
Cc1ccc2nc(-c3ccccc3)c(CC(=O)O)c(C(=O)O)c2c1	-1%	-0.4%	i	37	0.6%	0.4%	-3%	4.1	44	8%	8%
Cc1cc(C(=O)NCCCN2CCCC2=O)cs1	2%	2.3%	i	38	1.1%	2.2%	5%	-0.3	80	-7%	9%
O=S(=O)(c1cccc(-c2cn3cccnc3n2)c1)N1CCOCC1	4%	1.8%	i	54	0.6%	2.7%	5%	0.2	84	5%	-5%
Cc1ccc(C)c(NC(=S)N(Cc2cccc(Br)c2)CC2CCC(C(=O)O)CC2)c1 (stereo not given)	-5%	-0.5%	i	55	0.5%	5.3%	12%	1.4	37	18%	2%
O=[N+]([O-])c1ccc(NCCCN2CCOCC2)c(Cl)c1	-2%	1.0%	i	52	-0.1%	-1.0%	5%	2.0	64	-3%	13%
COc1cc(C(=O)NCCCCCCNC(=O)c2cc(OC)c(OC)c(OC)c2)cc(OC)c1OC	-3%	1.6%	i	50	-0.1%	0.8%	3%	-1.0	61	5%	2%
CN(C(=O)COC(=O)c1ccc(C#N)cc1)c1ccccc1	-1%	0.1%	i	28	0.4%	0.3%	-6%	1.7	37	6%	1%
O=C(O)c1cc(NC(=O)c2ccc(Cl)c([N+](=O)[O-])c2)cc(C(=O)O)c1	-8%	0.1%	i	50	0.3%	2.0%	8%	1.6	90	6%	1%
O=C(Nc1ccc2c(c1)OCO2)C1CCN(Cc2cnn(-c3ccccc3)c2-n2cccc2)CC1	4%	0.6%	i	52	-0.8%	0.3%	15%	0.4	49	5%	14%
Oc1ccc2ccccc2c1C=Nc1ccccc1	-3%	0.1%	i	16	0.1%	3.2%	11%	-0.6	81	9%	-3%
Cc1ccc(S(=O)(=O)N2[C@@H](c3cccc(Cl)c3)C(C(=O)O)=CC[C@H]2c2ccc3c(c2)OCO3)cc1	16%	0.3%	i	32	nt	7.7%	7%	7.6	78	24%	6%
CCN(Cc1ccccc1)S(=O)(=O)c1ccc(C(=O)Nc2nnc(C3CC3)o2)cc1	1%	-0.1%	i	8	2.8%	-1.4%	-2%	-2.3	90	9%	-4%
Cc1ccc(-n2c(SCC(=O)N3CCCC3)nc3c(c2=O)SCC3)cc1	nt	nt	i	4	nt	2.3%	nt	-1.2	87	6%	0%

Six entries from above, in CSV form:
Compound,NS5 inhibitors,K1F lysis inhibition,T cell modulator,T cell modulator vesicle-bound %,West Nile virus CPE,RSV antiviral HEp-2,Rac1 GTP hydrolysis,NTR1 ag,NTR1 ag cell count 20 µM,Large T inhibition,Salmonella PhoP GFP
Cc1cc(C(=O)NCCCN2CCCC2=O)cs1,2%,2.3%,i,38,1.1%,2.2%,5%,-0.3,80,-7%,9%
O=S(=O)(c1cccc(-c2cn3cccnc3n2)c1)N1CCOCC1,4%,1.8%,i,54,0.6%,2.7%,5%,0.2,84,5%,-5%
Cc1ccc(C)c(NC(=S)N(Cc2cccc(Br)c2)CC2CCC(C(=O)O)CC2)c1 (stereo not given),-5%,-0.5%,i,55,0.5%,5.3%,12%,1.4,37,18%,2%
O=[N+]([O-])c1ccc(NCCCN2CCOCC2)c(Cl)c1,-2%,1.0%,i,52,-0.1%,-1.0%,5%,2.0,64,-3%,13%
COc1cc(C(=O)NCCCCCCNC(=O)c2cc(OC)c(OC)c(OC)c2)cc(OC)c1OC,-3%,1.6%,i,50,-0.1%,0.8%,3%,-1.0,61,5%,2%
CN(C(=O)COC(=O)c1ccc(C#N)cc1)c1ccccc1,-1%,0.1%,i,28,0.4%,0.3%,-6%,1.7,37,6%,1%
